Bioassay records: PubChem, several laboratories
NPY-Y1 antag – blocks the human neuropeptide Y Y1 receptor. inhibition, % at 3.6 µM. hit rate 1% among 200,000. AID 1040. P25929. HEK293-CNG Y1 cells, membrane potential fluorescence; NPY at EC95, then isoproterenol;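 active = inhibition above the campaign mean inhibition of all tested compounds plus 3 SD, cut at about 20% in these data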;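 note: 0% = DMSO wells given NPY plus isoproterenol and 100% = isoproterenol alone without NPY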
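Material: HEK293 cells co-expressing NPY Y1 receptor and cyclic-nucleotide gated channel. Timing: compound incubation 1 h at room temperature, readout 45 min post-stimulation. Signal: fluorescence, membrane potential probe.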
NPY-Y1 PAM-ag – potentiates or activates human NPY-Y1 receptor | P25929 | NPY-Y1 expressing cells, potentiator/agonist activation | activation, % at 3.6 µM | hit rate 0.37% among 220,000 | AID 1304; in the data active = activation above about 33%, passing the limit was not always enough;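 note: cells stimulated with NPY at EC10 then isoproterenol at EC100; 0% = low agonist plus stimulus and 100% = saturating agonist plus stimulus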
CHOP inh – blocks CHOP induction under ER stress; CHO-K1 CHOP-promoter luciferase, tunicamycin-induced, 15-18 h; inhibition, % at 10 µM; hit rate 3.8% among 220,000; AID 2732;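 active = compounds that reduced the stress-induced luciferase reporter signal by more than about 70% of percent inhibition, limit read from the data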;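 note: 0% = tunicamycin plus vehicle and 100% = wells without tunicamycin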
S1P4 agonist – human S1P4 receptor agonism. O95977. S1P4-expressing cell line, agonist reporter assay. activation, % at 4.98 µM. hit rate 0.35% among 220,000. AID 1509; in the data active = activation above about 11%;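 note: 0% = DMSO vehicle and 100% = reference agonist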
Target sequence (O95977 whole entry, looked up): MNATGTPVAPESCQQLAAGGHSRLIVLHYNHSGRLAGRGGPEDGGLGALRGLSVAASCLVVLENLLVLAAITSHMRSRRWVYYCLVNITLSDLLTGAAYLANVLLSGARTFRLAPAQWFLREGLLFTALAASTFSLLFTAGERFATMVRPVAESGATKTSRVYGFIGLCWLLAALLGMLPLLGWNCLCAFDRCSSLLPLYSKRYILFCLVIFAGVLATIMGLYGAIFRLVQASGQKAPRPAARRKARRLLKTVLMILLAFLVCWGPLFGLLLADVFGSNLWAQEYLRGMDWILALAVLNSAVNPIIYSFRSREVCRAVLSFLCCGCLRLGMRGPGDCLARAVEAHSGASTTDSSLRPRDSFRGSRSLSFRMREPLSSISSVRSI
Ba/F3 V617F tox – loss of viability in JAK2V617F-driven Ba/F3 cells. AID 1446. inhibition, % at 5.6 µM. Ba/F3 EpoR-JAK2V617F viability, ATP luminescence. hit rate 1.1% among 220,000;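 active = inhibition above the campaign mean plus 3 SD over all tested compounds, cut at about 24% in these data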;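 note: cytokine-independent growth of Ba/F3 cells driven by EpoR plus mutant JAK2; 0% = DMSO-treated cells and 100% = JAK inhibitor I control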
BaF3 parental – reduces parental Ba/F3 cell viability, JAK2V617F counter-screen. inhibition, % at 5.6 µM. CellTiter-Glo ATP luminescence. hit rate 1.1% among 220,000. AID 1486;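 active = inhibition above a per-campaign cutoff, the mean inhibition of all tested compounds plus 3 SD, cut at about 27% in these data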;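 note: 0% = DMSO wells and 100% = JAK Inhibitor I control wells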
S1P4 antagonist – antagonists of human S1P4 receptor. S1P4-expressing cells, antagonist mode, reporter read-out. inhibition, % at 4.98 µM. hit rate 0.26% among 220,000. AID 1510; in the data active = inhibition above about 29%;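 note: 0% = wells stimulated with agonist and 100% = vehicle wells without agonist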
NCF1 inh – inhibitors of human p47phox binding; P14598; p47phox/p22phox peptide binding, fluorescence polarization, 2 h; inhibition, % at 24.7 µM; hit rate 0.53% among 220,000;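 active = inhibition above about 30%, limit read from the data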;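 note: 0% = p47phox with labelled peptide and 100% = labelled peptide alone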
Target sequence (P14598 whole entry, looked up): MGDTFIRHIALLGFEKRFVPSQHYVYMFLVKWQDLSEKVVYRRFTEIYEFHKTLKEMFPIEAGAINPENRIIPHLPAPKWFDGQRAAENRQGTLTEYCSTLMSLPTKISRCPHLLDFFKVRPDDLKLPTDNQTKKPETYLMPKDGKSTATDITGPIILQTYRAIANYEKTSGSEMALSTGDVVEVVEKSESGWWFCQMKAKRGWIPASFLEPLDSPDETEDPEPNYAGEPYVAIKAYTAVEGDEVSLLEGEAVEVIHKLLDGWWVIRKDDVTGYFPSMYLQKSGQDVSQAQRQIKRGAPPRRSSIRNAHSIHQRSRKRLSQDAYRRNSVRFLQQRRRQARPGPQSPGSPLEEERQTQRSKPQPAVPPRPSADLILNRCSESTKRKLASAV
NPY2 pot ag – potentiates or activates human NPY-Y2 receptor; P49146; cells expressing NPY-Y2, potentiator/agonist read-out; activation, % at 3.6 µM; hit rate 0.45% among 220,000; in the data active = activation above about 27%;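 note: cells stimulated with NPY near EC25 plus isoproterenol at EC100; 0% = vehicle plus submaximal agonist and 100% = vehicle plus saturating agonist; some results beyond the cut were filed as inactive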
Active calls of the source: *; / = not tested or not shown.

#	SMILES	NPY-Y1 antag	NPY-Y1 PAM-ag	CHOP inh	S1P4 agonist	Ba/F3 V617F tox	BaF3 parental	S1P4 antagonist	NCF1 inh	NPY2 pot ag
1	CC(=O)Cc1nsc(Nc2cccc(C)c2)n1	3	-9	-6	1.1	-1	2	13	-7	-11
2	S=C(Nc1ccccc1)Nc1ccccc1-n1cccc1	/	-5	-1	1.1	3	4	8	-6	8
3	COc1ccc(CCNc2ccncn2)cc1OC	4	-15	9	1.7	3	5	4	-5	6
4	COCCCNC(=S)N1CCCC(c2nc3cc(C)c(C)cc3[nH]2)C1 (stereo not given)	0	8	-10	-2.3	2	3	14	34*	-24
5	O=[N+]([O-])c1cccc(-c2nnc(CNC3CC3)o2)c1	2	2	-19	2.2	-4	2	-17	-9	5
6	Cc1ccc(C2=C/C(=C/c3cccs3)C(=O)O2)cc1	10	-4	4	-0.1	-6	2	-19	-36	2
7	O=C(C1=COCCO1)N1CCN(S(=O)(=O)c2cccc(Cl)c2Cl)CC1	4	-23	10	1.5	1	3	-15	-13	-10
8	Cc1nc(SCc2ccc([N+](=O)[O-])cc2)nc2ccccc12	0	-3	31	-2.3	-1	-1	-1	-8	-8
9	COc1cc(CNC2CCCCCCC2)cc(Br)c1OCC#N	13	-34	-3	2.1	1	7	-11	-16	-6
10	CCOC(=O)c1c(CN2CCCCC2)n(C)c2cc(Br)c(O)c(CN(C)C)c12	6	-10	10	-0.1	6	10	9	7	-30
11	CCC(=O)c1ccccc1OCCCN1C(=O)NC(C)(C)C1=O	-5	-1	-4	1.5	3	1	-25	-5	-10
12	Cc1cc(C(F)(F)F)cc(NNC(=O)NC(=O)c2ccccc2Cl)n1	/	-1	-2	-1.0	4	3	-1	-2	2
13	COc1ccc(NC(=O)NCCC2=CCCCC2)cc1	-1	-6	4	1.9	-7	-1	4	-11	10
14	CSc1nc(-c2ccco2)nn1C(=O)Cc1ccccc1	-2	-6	14	0.2	2	2	2	-2	-13
15	COc1cccc(Nc2ncc(C(=O)O)c3ccccc23)c1	-1	10	22	-1.2	3	5	-12	-8	4
16	O=C(O)/C=C/c1cn(Cc2ccccc2)nc1-c1cccnc1	/	-30	-4	0.0	-7	3	-8	-8	-31
17	Cc1ccccc1-c1nnn(CC(=O)Nc2ccc3c(c2)OCO3)n1	19	-33	13	1.3	4	7	2	-3	-25
18	Cc1ccc(NCCC(=O)c2cccs2)cc1Cl	2	-3	80*	2.6	9	5	-13	3	-10
19	CC(C)CCN1CCN(Cc2ccc(Sc3nncn3C)o2)CC1CCO (stereo not given)	2	6	-5	0.1	-5	-2	-11	10	1
20	CCc1cc2c(C)cc(=O)oc2cc1OC(=O)C1CCCN1C(=O)OC(C)(C)C (stereo not given)	18	-3	12	0.1	-1	5	-4	0	-22
21	Cc1oc2nc(SCCCC(=O)NCCO)nc(N)c2c1C	-6	9	19	-1.5	5	2	0	-6	-20
22	OC(COc1ccc(OCc2ccccc2)cc1)CN1CCOCC1 (stereo not given)	1	-5	-21	-3.9	-2	3	2	-6	8
23	COc1ccc(N2C(=O)[C@@H]3[C@H](C2=O)[C@H]2C=CC=NN2[C@@H]3C(=O)Nc2ccc(Cl)cc2)cc1	/	6	-8	0.3	0	-3	-3	-5	-6
24	O=C(O)c1cccc(CN2C(=O)S/C(=C/c3cccc([N+](=O)[O-])c3)C2=O)c1	/	-18	24	-1.5	5	1	10	-6	-26
25	Cc1[nH]c2ccccc2c1C(=O)C(=O)N1CCCc2ccccc21	-5	13	25	0.0	3	5	1	0	10
26	CC(C)n1c(CSCc2ccc(Cl)cc2Cl)n[nH]c1=S	9	0	19	0.1	1	10	-18	-12	6
27	Cc1cccc2sc(NNC(=O)c3cc(=O)c4ccccc4o3)nc12	-1	7	11	-0.9	-5	2	-4	-3	14
28	CCOc1cc(/C=C2/NC(=O)N(CC(=O)Nc3cccc(C)c3)C2=O)ccc1OCC(N)=O	-2	8	15	3.6	0	5	-29	-11	-2
29	Clc1cccc(-c2nnc(-c3ccno3)o2)c1	/	6	-3	0.9	0	2	-11	-15	5
30	O=C(NNC(=S)Nc1ccccc1C(F)(F)F)C1CC1	/	8	-11	0.0	2	-2	-12	-3	-6
31	Cc1ccc(C(=O)NNC(=O)CCCN2C(=O)/C(=C/c3ccccc3Cl)SC2=S)cc1	1	-17	31	0.5	3	9	-4	9	-1
32	COc1ccccc1NC(=O)COc1ccc(/C=N/NC(=O)CSCc2cc(C)cc(C)c2)cc1	4	-7	30	-1.8	3	8	-2	34*	12
33	CCCCCC(=O)NC(NC(=S)NC1CCS(=O)(=O)C1)C(Cl)(Cl)Cl (stereo not given)	-2	20	25	-2.6	0	5	-14	-7	7
34	Cc1ccc(CCN2CC(C(=O)NCCCN3CCN(C)CC3)CC2=O)cc1 (stereo not given)	1	14	32	-0.5	2	3	-17	-46	7
35	CCOc1ccc(C(=O)NCC(=O)OCc2csc(-c3ccccc3)n2)cc1	2	-14	2	-1.9	1	8	-21	-8	4
36	O=C(O)CSCC(=O)NCc1ccc(Cl)cc1	4	-5	19	-2.0	2	8	7	-2	-8
37	O=C(/C=C/c1ccco1)NC(=S)Nc1ccccc1N1CCCC1	5	6	40	-0.7	1	0	-1	-10	-5
38	COc1cccc(OC)c1Nc1nc(C)nc2c1nnn2Cc1ccccc1Cl	1	8	27	-0.5	-1	1	-5	-17	-3
39	Cc1cc(C)c2cc(CN(Cc3ccco3)C(=O)NCc3ccccc3)c(=O)[nH]c2c1	6	-6	38	-0.8	5	6	-6	-9	-6
40	Cc1c(N2C(=O)C(=O)/C(=C(/O)c3ccc(Br)cc3)C2c2cccnc2)c(=O)n(-c2ccccc2)n1C (stereo not given)	7	0	-16	1.8	1	8	-29	0	-10

Looked up above.
Entry of entry 6 under NPY-Y1 antag: 10
Entry of entry 39 under NPY-Y1 PAM-ag: -6
Entry of entry 16 under S1P4 antagonist: -8
Entry of entry 33 under NCF1 inh: -7
Entry of entry 7 under BaF3 parental: 3
Entry of entry 3 under CHOP inh: 9

CHOP inh, hit marks shown above.
entry | structure | NPY-Y1 antag | NPY-Y1 PAM-ag | CHOP inh | S1P4 agonist | S1P4 antagonist | NCF1 inh | NPY2 pot ag
18 | Cc1ccc(NCCC(=O)c2cccs2)cc1Cl | 2 | -3 | 80* | 2.6 | -13 | 3 | -10

Next section
#	SMILES	NPY-Y1 antag	NPY-Y1 PAM-ag	CHOP inh	S1P4 agonist	Ba/F3 V617F tox	BaF3 parental	S1P4 antagonist	NCF1 inh	NPY2 pot ag
41	COC(=O)c1ccc(OC(=O)c2nn(C)cc2Cl)c(OC)c1	5	-5	4	-0.2	4	7	10	-4	-1
42	CN(C)CCNC(=O)c1ccc(Sc2ccc(Br)cc2)c([N+](=O)[O-])c1	-5	39*	0	-1.9	0	15	-9	-13	14
43	O=C(c1ccc(CS(=O)(=O)c2ccccc2)o1)N1CCN(c2ncccn2)CC1	2	0	34	2.2	0	2	-15	-14	10
44	Cc1cc(CNC(=O)COc2ccc(F)cc2F)c2ccccc2n1	-6	-12	23	-2.1	2	7	6	-2	-7
45	CSc1ncc(CN2CCN(C3CCN(C(C)C)CC3)C(CCO)C2)cn1 (stereo not given)	5	7	18	-0.8	0	3	-3	-3	-6
46	CC(=O)Nc1ccc(C(=O)NCC(=O)OCc2c(F)cccc2Cl)cc1	-2	-9	-4	1.0	-1	4	1	-3	-2
47	O=C(Nc1ccccc1N1CCOCC1)c1ccccc1NS(=O)(=O)c1ccc(F)cc1	2	6	-10	-4.8	-2	3	4	-11	-3
48	O=S(=O)(NCc1ccccc1F)c1cccc(S(=O)(=O)N2CCOCC2)c1	-1	10	11	1.8	-3	3	-6	-11	-4
49	COc1ccc(C(=O)Nc2nnc(-c3cccs3)s2)cc1	-1	7	70*	-1.7	-3	1	-6	1	5
50	O=C(NC(Cc1ccccc1)C(=O)O)/C(=C\c1ccc(Cl)cc1)NC(=O)c1ccccc1 (stereo not given)	2	26	5	-0.3	-2	-2	-19	3	-2
51	O=C(CSc1nc(-c2ccc(F)cc2)cs1)N1CCOCC1	3	-24	-8	-3.4	0	2	-8	-3	-6
52	O=C(N/N=C/c1ccc(OC(=O)c2ccco2)cc1)c1ccccn1	1	-6	7	-0.5	6	1	2	-5	-9
53	COCCNc1oc(COc2cccc(C)c2)nc1C#N	-1	-14	-1	2.5	4	6	-2	-7	-17
54	O=C(CNC(=O)c1cccs1)NCCN1CCN(Cc2ccccc2)CC1	-1	3	-13	-1.2	-5	5	-8	5	4
55	CCCCC1=NN(C(=O)c2ccncc2)C(O)(C(F)(F)F)C1 (stereo not given)	/	-2	-5	0.1	-1	0	6	-11	8
56	COc1ccccc1OC(=O)CN1C(=O)c2ccccc2C1=O	-1	-38	-10	1.9	-2	2	-5	-10	-8
57	Cc1ccccc1OCC(=O)N/N=C1\CCOc2c(C)cccc21	-3	17	20	0.8	4	8	11	1	1
58	COc1ccc(NC(=O)C2CCC(CNc3c(N4CCCCC4)c(=O)c3=O)CC2)c(OC)c1 (stereo not given)	/	-1	16	-2.8	1	2	-4	-12	-11
59	Cn1c(SCc2n[nH]c(=S)o2)nnc1-c1ccccc1	-1	2	8	-0.3	-6	-1	-22	-12	5

Of the compounds above, 3 have a CF3 group:
#	SMILES	NPY-Y1 antag	NPY-Y1 PAM-ag	CHOP inh	S1P4 agonist	Ba/F3 V617F tox	BaF3 parental	S1P4 antagonist	NCF1 inh	NPY2 pot ag
12	Cc1cc(C(F)(F)F)cc(NNC(=O)NC(=O)c2ccccc2Cl)n1	/	-1	-2	-1.0	4	3	-1	-2	2
30	O=C(NNC(=S)Nc1ccccc1C(F)(F)F)C1CC1	/	8	-11	0.0	2	-2	-12	-3	-6
55	CCCCC1=NN(C(=O)c2ccncc2)C(O)(C(F)(F)F)C1 (stereo not given)	/	-2	-5	0.1	-1	0	6	-11	8

In a second layout: entries from further up.
2. S=C(Nc1ccccc1)Nc1ccccc1-n1cccc1
  NPY-Y1 antag = /
  NPY-Y1 PAM-ag = -5
  CHOP inh = -1
  S1P4 agonist = 1.1
  Ba/F3 V617F tox = 3
  BaF3 parental = 4
  S1P4 antagonist = 8
  NCF1 inh = -6
  NPY2 pot ag = 8

3. COc1ccc(CCNc2ccncn2)cc1OC
  NPY-Y1 antag = 4
  NPY-Y1 PAM-ag = -15
  CHOP inh = 9
  S1P4 agonist = 1.7
  Ba/F3 V617F tox = 3
  BaF3 parental = 5
  S1P4 antagonist = 4
  NCF1 inh = -5
  NPY2 pot ag = 6

4. COCCCNC(=S)N1CCCC(c2nc3cc(C)c(C)cc3[nH]2)C1 (stereo not given)
  NPY-Y1 antag = 0
  NPY-Y1 PAM-ag = 8
  CHOP inh = -10
  S1P4 agonist = -2.3
  Ba/F3 V617F tox = 2
  BaF3 parental = 3
  S1P4 antagonist = 14
  NCF1 inh = 34*
  NPY2 pot ag = -24

5. O=[N+]([O-])c1cccc(-c2nnc(CNC3CC3)o2)c1
  NPY-Y1 antag = 2
  NPY-Y1 PAM-ag = 2
  CHOP inh = -19
  S1P4 agonist = 2.2
  Ba/F3 V617F tox = -4
  BaF3 parental = 2
  S1P4 antagonist = -17
  NCF1 inh = -9
  NPY2 pot ag = 5

Random draw from the library (roughly 7.1% active in at least one column).
